PTAP TSG101 blk – blocks PTAP/TSG101 interaction to inhibit HIV-1 budding. Q99816. Fluorescence polarization, FITC-PTAP peptide / Tsg101 binding. Potency, µM (titrated, usually from 115 µM), without a hit: top-dose activity change, negative = inhibition, actives largely listed as inhibitors. 340,000 tested, under 10 active; active = well fitted inhibition curve with a large enough effect in the main read-out, with a control signal flat, not every such curve was filed as active; inconclusive = small, poorly fitted or top-dose-only effect, or effect the other way, or a change in a side signal; inactive = no such curve, though single readings can be large or run the other way; also: potency is read from the fitted curve at half-maximal effect; % of control where 0% means no effect
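Steps: Tsg101 binding domain dispensed (10 uM final), compounds pinned in DMSO, FITC-labeled PTAP-motif peptide added (50 nM final); after 20 min binding at room temperature, polarization measured.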
Eya2 phos inh – blocks the phosphatase activity of human Eya2. recombinant Eya2, OMFP fluorescence dephosphorylation (OMFP is methylfluorescein phosphate). Potency, µM (titrated, usually from 76.9 µM), inactives show at the highest dose activity, negative = inhibition, usual class: inhibitors. 330,000 compounds, 0.006% hits; also: potency is read from the fitted curve at half-maximal effect; % is scaled to controls: 0 for no effect and ±100 for the full control effect
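Eya2 protein (added as 0.2 uM solution) was preincubated with compound for 10 min at ambient temperature in 50 mM HEPES pH 7.5, 50 mM NaCl, 5 uM MgCl2, 0.05% BSA, 1 mM DTT. OMFP (added at 50 uM) then reacted 10 min; fluorescence read at 485/525 nm.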
Chronic BCR inh – inhibitors of chronic active B-cell receptor signaling; ABC-DLBCL IkBa-CBG/CBR reporter, luminescence ratio, 4 h; Potency, µM (doses to about 46.1 µM), for inactives: top-dose ratio change, negative = lower green/red ratio, most hits filed as inhibitors; 340,000 compounds, 0.05% hits; AID 493014; active = well fitted inhibition curve with a large enough effect in the signal ratio, with a control signal flat, not every such curve was filed as active; inconclusive = small, poorly fitted or top-dose-only effect, or effect the other way, or a change in a side signal; the % refers to the signal ratio;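 also: potency is read from the fitted curve at half-maximal effect; plate controls were basal doxycycline-induced cells for no effect and cells given 10 µM MG132 for full effect; MG132 reads +100%, hits lower the ratio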
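Cell line TMD8 (human ABC DLBCL), stably expressing tet-inducible CBG68-IkBa fusion and CBR; IMDM/0.5% FBS; cpd up to 46 uM; dox induction, 4 h, 37C/5% CO2; dual luminescence; green/red ratio; MG132 control.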
ELG1 DNA repair – blocks ELG1-dependent DNA repair in HEK293T cells; HEK293T ELG1-luciferase reporter, luminescence, 16 h; DNA damage induced by 5-fluorouridine; Potency, µM (titrated, usually from 46.1 µM), for inactives: at the highest dose activity change, negative = inhibition, usual class: inhibitors; 330,000 compounds, 2.3% hits; AID 504467; also: potency is read from the fitted curve at half-maximal effect; % is scaled to controls: 0 for no effect and ±100 for the full control effect; nearly all actives have a fitted effect of over 55% in size
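DMSO vehicle served as the neutral condition. Each well held 2,000 cells given 5-fluorouridine plus compound; after 16 hr at 37 °C/5% CO2, ONE-Glo was added and luciferase measured 30 min later.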
Tb PFK inh – blocks T. brucei phosphofructokinase; AID 485367; Potency, µM (titrated, usually from 57.5 µM), for the others: at the top dose activity, negative = inhibition, hits mostly inhibitors; 330,000 compounds, 0.17% hits; O15648; T. brucei PFK, ADP-Glo luminescence;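 also: potency is read from the fitted curve at half-maximal effect; 0% = uninhibited 1x PFK enzyme wells and -100% = no-enzyme wells; nearly all actives have a fitted effect of over 60% in size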
Target sequence (O15648 whole entry, looked up): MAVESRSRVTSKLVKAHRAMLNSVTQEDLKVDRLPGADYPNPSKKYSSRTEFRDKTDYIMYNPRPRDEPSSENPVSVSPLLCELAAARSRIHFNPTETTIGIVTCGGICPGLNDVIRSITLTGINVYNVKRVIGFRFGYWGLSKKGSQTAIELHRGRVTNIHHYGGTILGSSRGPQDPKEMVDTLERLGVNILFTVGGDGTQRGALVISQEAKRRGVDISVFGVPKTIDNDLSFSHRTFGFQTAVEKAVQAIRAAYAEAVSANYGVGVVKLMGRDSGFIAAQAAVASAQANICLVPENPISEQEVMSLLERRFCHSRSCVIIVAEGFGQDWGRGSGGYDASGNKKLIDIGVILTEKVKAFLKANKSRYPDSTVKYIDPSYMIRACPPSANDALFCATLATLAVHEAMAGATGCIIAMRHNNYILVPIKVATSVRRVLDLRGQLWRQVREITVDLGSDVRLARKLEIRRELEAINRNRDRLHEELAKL
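ADP-Glo luminescence quantified ADP after 45 min at room temperature, with 1.25 nM T. brucei PFK, 0.1 mM ATP and 0.5 mM fructose-6-phosphate in pH 8.0 TEA buffer. qHTS titrations up to 57 µM; curves classified by quality.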
USP2a block – blocks human ubiquitin-specific protease USP2a. 330,000 compounds, 0.01% hits. USP2 core, Ub-CHOP2 coupled fluorogenic reporter, 485/531. Potency, µM (doses to about 38.3 µM), for inactives: at the top dose activity change, negative = inhibition, actives largely listed as inhibitors;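 also: potency is read from the fitted curve at half-maximal effect; plate controls were DMSO wells for no effect and full inhibition by NEM control for full effect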
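USP2 core (10nM final) preincubated 30min RT with compound in 20mM Tris-HCl pH 8.0, 2mM CaCl2, 2mM beta-mercaptoethanol, 0.05% CHAPS; 25nM Ub-CHOP2 plus 25nM reporter substrate added, fluorescence (Ex485/Em531) read after 60min.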
Mito fusion yeast – blocks mitochondrial division or promotes mitochondrial fusion; 320,000 compounds, 0.23% hits; S. cerevisiae fusion-defective mutant growth rescue, CellTiterGlo 48 h; Potency, µM (highest dose often 46.1 µM), without a hit: at the highest dose growth rescue (activation), hits mostly activators;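 also: potency is read from the fitted curve at half-maximal effect; % of control where 0% means no effect; nearly all actives have a fitted effect of over 45% in size; temperature-sensitive fusion mutants such as fzo1-1 at 37 °C on non-fermentable ethanol glycerol medium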
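Luminescent cell viability in 1536-well qHTS format served as the measure of rescued growth in ts fusion-mutant S. cerevisiae cultured on non-fermentable YPEG for 48 hours at 37C.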
B2AR arrestin – beta2AR (human) beta-arrestin recruitment activity. P07550. beta-arrestin recruitment to beta2AR, cell-based reporter. Potency, µM (series often up to 46.1 µM), for the others: at the top dose activation, actives largely listed as activators. 330,000 compounds, 0.02% hits. AID 492947;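 also: potency is read from the fitted curve at half-maximal effect; 0% = DMSO controls and full agonism = EC100 isoproterenol or metaproterenol; nearly all actives have a fitted effect of over 65% in size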
Target sequence (P07550 whole entry, looked up): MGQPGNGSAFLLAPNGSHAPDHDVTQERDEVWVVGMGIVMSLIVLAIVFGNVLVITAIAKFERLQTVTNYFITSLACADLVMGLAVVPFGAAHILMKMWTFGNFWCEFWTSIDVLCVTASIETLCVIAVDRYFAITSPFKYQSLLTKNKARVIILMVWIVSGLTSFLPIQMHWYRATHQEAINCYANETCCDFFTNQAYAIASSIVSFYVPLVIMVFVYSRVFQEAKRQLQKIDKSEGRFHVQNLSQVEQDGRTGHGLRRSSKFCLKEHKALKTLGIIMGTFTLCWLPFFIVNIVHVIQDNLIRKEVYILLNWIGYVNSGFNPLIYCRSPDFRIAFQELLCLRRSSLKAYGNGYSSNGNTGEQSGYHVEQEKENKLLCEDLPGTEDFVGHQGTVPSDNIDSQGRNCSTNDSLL
TCR act – activates T cell receptor signaling | primary human leukocytes, anti-CD3, IL-2 HTRF, 48 h | Potency, µM (series often up to 9.22 µM), for the others: top-dose activation of IL-2 secretion, hits mostly activators | 330,000 tested, under 10 active; also: % of control where 0% means no effect
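TCR engagement came from a-CD3 beads alone, with compounds added to primary human leukocytes for 48 hr. Secreted IL-2 bridged europium cryptate- and d2-labelled anti-IL-2 antibodies, giving FRET emission at 665nm after 320nm excitation.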
TSHR antagonist – human thyrotropin receptor antagonism. TSHR-expressing cells, TSH-stimulated cAMP HTRF, 2 h; stronger effect = lower value. activity change, negative = inhibition, % at 11.5 µM. P16473. 330,000 compounds, 0.2% hits;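 active = activity change below a set negative limit, meaning inhibition stronger than a set level, cut at about -70% in these data; inconclusive = activity change between two set negative limits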; also: % is scaled to controls: 0 for no effect and ±100 for the full control effect
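Freshly harvested TSHR cells receive pin-tooled compound, then EC80 TSH at 4nM final. After 2 hours at 37 deg C, antibody in lysis buffer and cAMP-d2 are added; 30 minutes at ambient temperature precede the HTRF read.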
uPA generation – cell surface uPA generation inhibition; cell surface uPA generation assay, qHTS; Potency, µM (top dose mostly 38.3 µM), without a hit: at the top dose activity change, negative = inhibition, actives largely listed as inhibitors; 330,000 compounds, 0.31% hits; AID 540303; active = well fitted inhibition curve with a large enough effect; inconclusive = small, poorly fitted or top-dose-only effect; inactive = no such curve, though single readings can be large or run the other way; tested in mouse RAW 264.7 cells; also: potency is read from the fitted curve at half-maximal effect; % is scaled to controls: 0 for no effect and ±100 for the full control effect; nearly all actives have a fitted effect of over 55% in size
The depositor's hits bear a star; ? = inconclusive; . = no result given; [ ] = remark or other dose. Unless noted, calls follow the shape of the dose curve; as a rule, active = well fitted curve in the direction sought with a large enough effect; inconclusive = small, poorly fitted or top-dose-only effect, or another doubt; inactive = no such curve, though single readings can be large; an effect the other way counts as inactive or inconclusive.

SMILES	PTAP TSG101 blk	Eya2 phos inh	Chronic BCR inh	ELG1 DNA repair	Tb PFK inh	USP2a block	Mito fusion yeast	B2AR arrestin	TCR act	TSHR antagonist	uPA generation
CCOC(=O)/C=C(\C)Nc1cc(C)nn1-c1ccccc1	-5%	8%	?	?	5%	-2%	3%	0.7%	-3%	20	0%
COc1ccnc(Oc2cc(Cl)cc(Cl)c2)c1C#N	-2%	5%	11%	7%	-4%	1%	3%	0.1%	-3%	-5	4%
CC(=O)c1ccc([C@@H]2C[C@]34CN(Cc5cccc(C(F)(F)F)c5)S(=O)(=O)[C@H]3C[C@H]2O4)cc1	-2%	-23%	6%	0%	7%	-4%	-1%	-0.1%	1%	-3	-13%
CCC(CC)C(=O)Nc1nnc(SCC(=O)NC2CC2)s1	-4%	3%	9%	12%	-3%	0%	2%	-0.3%	-12%	2	-6%
CCc1ccc2c(c1)C1(NN=C(c3cccc4ccccc34)S1)C(=O)N2 (configuration not stated)	.	-9%	?	-24%	2%	-6%	-1%	0.2%	3%[46.1 µM]	6	.
COc1cc(/C=C(\NC(C)=O)C(=O)NC(C)(C)CC(C)(C)C)ccc1OC(C)=O	-2%	-2%	2%	0%	-2%	6%	?	-0.5%	7%	8	-4%
Cc1cccc(NC(=O)CN2C(=O)S/C(=C\c3cccn3-c3cccc(C(=O)O)c3)C2=O)c1	1%	3%	14%	-5%	-5%	0%	3%	0.0%	-3%	-15	0%
O=C(c1ccc(Br)o1)N1CCC(Cc2ccccc2)CC1	.	-5%	2%	-11%	3%	4%	0%	9.9%	-3%	-26	11%
O=S(=O)(c1ccc(NC(=S)NCc2cccnc2)cc1)N1CCCCC1	-2%	-4%	11%	?	-1%	1%	1%	0.3%	-1%	4	-9%
c1ccc(COc2ccc(OCCOCCn3cncn3)cc2)cc1	-6%	-7%	?	?	-1%	3%	-14%	0.2%	-9%	3	-5%
O=C(CNC(=O)c1ccccc1)NCC(=O)OCC(=O)c1ccccc1Cl	-1%	10%	-2%	4%	1%	-1%	0%	0.2%	-10%	-6	-10%
CC(C)(C)n1cnc(C(N)=O)c1N	0%	5%	2%	1%	4%	3%	-2%	-0.5%	1%[46.1 µM]	2	2%
CC(C)C(CC(=O)N1CCCCC1)C1CCOC(C)(C)C1 (configuration not stated)	1%	-1%	0%	-1%	-1%	0%	5%	-0.4%	-8%[46.1 µM]	23	4%
O=C1CCc2cc(S(=O)(=O)Nc3ccccc3Cl)ccc2N1	-7%	12%	0%	27%	-7%	-4%	-2%	0.0%	5%	10	-4%
COc1ccc(C(=O)N2CCN(c3ccccc3)CC2)cc1S(=O)(=O)N1CCOCC1	0%	-3%	5%	-2%	-2%	-1%	0%	-0.2%	-8%	2	1%
CCOc1ccc(NC(=O)C2CC(=O)N=C(N)S2)cc1 (configuration not stated)	-5%	-5%	-5%	2%	8%	2%	1%	-0.1%	.	11	1%
O=C(COC(=O)c1n[nH]c2ccccc12)Nc1ccc(S(=O)(=O)N2CCCC2)cc1	-1%	-2%	-9%	?	-1%	0%	0%	0.2%	2%	-19	-1%
CCn1c(CNc2ccc(OC)cc2)nnc1SCC(=O)Nc1ccc(F)cc1	-7%	3%	-8%	-10%	1%	-1%	-1%	3.6%	3%[46.1 µM]	16	3%
CC1CCN(C(=O)c2[nH]cnc2C(=O)N2CCN(c3ccccc3)CC2)CC1	-5%	9%	1%	14%	-4%	1%	-2%	0.0%	-66%	-37	-8%
COc1ccc(CCN=C(C)c2cc(C)c(C)cc2O)cc1OC	0%	9%	-3%	-3%	3%	-8%	3%	0.2%	-2%	5	1%

Given in markdown: entries from further up.
| Compound | PTAP TSG101 blk | Eya2 phos inh | Chronic BCR inh | ELG1 DNA repair | Tb PFK inh | USP2a block | Mito fusion yeast | B2AR arrestin | TCR act | TSHR antagonist | uPA generation |
| --- | --- | --- | --- | --- | --- | --- | --- | --- | --- | --- | --- |
| CC(C)(C)n1cnc(C(N)=O)c1N | 0% | 5% | 2% | 1% | 4% | 3% | -2% | -0.5% | 1%[46.1 µM] | 2 | 2% |
| CC(C)C(CC(=O)N1CCCCC1)C1CCOC(C)(C)C1 (configuration not stated) | 1% | -1% | 0% | -1% | -1% | 0% | 5% | -0.4% | -8%[46.1 µM] | 23 | 4% |
| O=C1CCc2cc(S(=O)(=O)Nc3ccccc3Cl)ccc2N1 | -7% | 12% | 0% | 27% | -7% | -4% | -2% | 0.0% | 5% | 10 | -4% |
| COc1ccc(C(=O)N2CCN(c3ccccc3)CC2)cc1S(=O)(=O)N1CCOCC1 | 0% | -3% | 5% | -2% | -2% | -1% | 0% | -0.2% | -8% | 2 | 1% |

Next part.
SMILES	PTAP TSG101 blk	Eya2 phos inh	Chronic BCR inh	ELG1 DNA repair	Tb PFK inh	USP2a block	Mito fusion yeast	B2AR arrestin	TCR act	TSHR antagonist	uPA generation
O=C1/C(=C\c2ccc3c(c2)OCO3)CCC/C1=C/c1ccc2c(c1)OCO2	-1%	12%	-2%	8%	0%	1%	-8%	3.3%	-1%	-11	0%
CC(=O)c1c(C)[nH]c(C(=O)N2CCN(c3cc(Cl)ccc3C)CC2)c1C	-3%	32%	1%	3.7µM*	-2%	1%	-2%	-0.5%	.	3	-5%
COc1ccc(-c2c(C#N)c(N)nc3sc(C(=O)c4ccccc4)c(N)c23)cc1	-9%	-9%	19%	?	2%	3%	18%	-0.6%	1%[46.1 µM]	-3	-3%
CO[C@@H]1[C@@H](OC(N)=O)[C@@H](O)C(Oc2ccc3c(O)c(NC(=O)c4ccc(O)c(CC=C(C)C)c4)c(=O)oc3c2C)OC1(C)C (some centres not stated)	0%	-15%	?	?	3%	-1%	-4%	-0.1%	3%	1	0%
CCC(C(=O)OC)n1cnc2c(oc3ccccc32)c1=O (configuration not stated)	2%	-4%	?	?	-2%	3%	6%	0.2%	-1%	20	-7%
CN(C)c1ccc(C(=O)OCC(=O)N2CCCCCC2)cc1	-2%	3%	0%	?	-1%	2%	-2%	-0.9%	-5%	-2	1%
COC(=O)C(CCSC)NC(=O)Cn1ncc2c(=O)oc3ccc(C)cc3c21 (configuration not stated)	-4%	-5%	-3%	1%	4%	0%	-1%	0.2%	-2%	1	9%
Cc1ccc(S(=O)(=O)N(C)C)cc1NC(=O)c1ccccc1SCC(=O)N1CCCC1	-5%	-3%	?	-18%	4%	1%	2%	-0.2%	.	-16	1%
COc1ccc2nc(NC(=O)CCc3nc(-c4ccccc4F)no3)sc2c1	0%	-4%	0%	3%	-3%	1%	-1%	0.1%	2%	2	5%
Cc1cc(C(=O)O)c(S(C)(=O)=O)s1	-7%	3%	0%	8%	0%	2%	0%	0.3%	-3%	-7	2%
COCc1nnc(NC(=O)c2ccc(NC(=O)C(C)C)cc2)s1	-2%	13%	15%	16%	3%	1%	1%	0.1%	2%	2	8%
CCNc1nc(NCC)n2c(SCC(=O)Nc3ccc(OC)c(OC)c3)nnc2n1	0%	2%	-2%	-12%	?	-8%	-4%	-0.8%	-1%	-4	1%
Cc1ccc2nsnc2c1S(=O)(=O)NC1CC1	-2%	0%	-5%	4%	-1%	1%	-1%	-0.1%	-1%[46.1 µM]	-5	3%
CC(=O)N1CCC(=NNc2ccnc3cc(Cl)ccc23)CC1	-5%	2%	2%	-8%	0%	0%	12%	0.2%	-9%	-3	1%
COc1cc(CNCCCN2CCOCC2)ccc1OCC(=O)NC(C)(C)C	0%	-3%	1%	-7%	3%	0%	6%	0.0%	1%	4	3%
Cc1ccc(Nc2cnn(C34CC5CC(CC(CC(=O)O)(C5)C3)C4)c(=O)c2Cl)cc1	-1%	-2%	?	-5%	-1%	3%	2%	-1.4%	-1%	-2	-9%

Source: PubChem BioAssay (National Center for Advancing Translational Sciences (NCATS))

Outcome played no part in choosing rows. About 3% of those tested had a hit in this group.
